Screens deposited in PubChem by several laboratories.
S1P4 ag: S1P4 receptor agonists, primary screen, cell-based | S1P4-expressing cell line, agonist reporter assay | hit rate 0.35% among 220,000 | AID 1509, 2009 | activation, % at 4.98 µM | Sphingosine 1-phosphate receptor 4 (Homo sapiens), O95977; in the data active = activation above about 11%;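 note: 0% = DMSO vehicle and 100% = reference agonist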
Target sequence (O95977 whole entry, looked up): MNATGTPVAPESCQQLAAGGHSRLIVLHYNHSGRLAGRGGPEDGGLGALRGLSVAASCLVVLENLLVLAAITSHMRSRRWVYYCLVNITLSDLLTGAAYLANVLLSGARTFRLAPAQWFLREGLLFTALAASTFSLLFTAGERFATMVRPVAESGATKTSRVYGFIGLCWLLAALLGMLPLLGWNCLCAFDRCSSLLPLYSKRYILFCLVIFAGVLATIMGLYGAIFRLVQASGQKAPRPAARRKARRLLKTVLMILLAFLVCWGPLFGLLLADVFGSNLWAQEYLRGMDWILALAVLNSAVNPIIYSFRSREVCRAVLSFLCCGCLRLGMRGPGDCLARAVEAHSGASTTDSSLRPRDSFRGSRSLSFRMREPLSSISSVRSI
CHOP inhibitor: inhibitors of CHOP promoter induction, primary screen, cell-based, unfolded protein response, luciferase reporter; CHO-K1 CHOP-promoter luciferase, tunicamycin-induced, 15-18 h; inhibition, % at 10 µM; hit rate 3.8% among 220,000;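 active = compounds that reduced the stress-induced luciferase reporter signal by more than about 70% of percent inhibition, limit read from the data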;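 note: 0% = tunicamycin plus vehicle and 100% = wells without tunicamycin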
NPY-Y2 PAM-ag: NPY-Y2 potentiators or agonists, primary screen, cell-based | Neuropeptide Y receptor type 2 (Homo sapiens), P49146 | cells expressing NPY-Y2, potentiator/agonist read-out | activation, % at 3.6 µM | hit rate 0.45% among 220,000; in the data active = activation above about 27%;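 note: cells stimulated with NPY near EC25 plus isoproterenol at EC100; 0% = vehicle plus submaximal agonist and 100% = vehicle plus saturating agonist; some results beyond the cut were filed as inactive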
Target sequence (P49146 whole entry, looked up): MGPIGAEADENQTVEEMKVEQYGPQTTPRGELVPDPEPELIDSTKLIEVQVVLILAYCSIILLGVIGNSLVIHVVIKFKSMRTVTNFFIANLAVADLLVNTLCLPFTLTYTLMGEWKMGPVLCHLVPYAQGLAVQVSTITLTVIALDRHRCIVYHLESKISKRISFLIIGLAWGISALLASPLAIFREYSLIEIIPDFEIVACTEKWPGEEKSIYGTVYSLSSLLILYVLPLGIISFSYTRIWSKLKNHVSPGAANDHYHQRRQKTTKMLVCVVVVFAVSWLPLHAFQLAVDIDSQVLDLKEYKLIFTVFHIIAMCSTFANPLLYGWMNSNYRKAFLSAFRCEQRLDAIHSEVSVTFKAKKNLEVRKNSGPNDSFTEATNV
NPY1 pot ag: NPY-Y1 receptor potentiators or agonists, primary screen, cell-based; NPY-Y1 expressing cells, potentiator/agonist activation; activation, % at 3.6 µM; hit rate 0.37% among 220,000; in the data active = activation above about 33%, passing the limit was not always enough;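 note: cells stimulated with NPY at EC10 then isoproterenol at EC100; 0% = low agonist plus stimulus and 100% = saturating agonist plus stimulus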
zfTRPN1 agonist: zebrafish TRPN1 channel agonists, primary screen, cell-based, HEK293, calcium fluorescence | transient receptor potential cation channel N1 (TRPN1/NompC), Danio rerio | HEK293 zebrafish TRPN1-YFP, Fluo-8 calcium fluorescence; 100% = response to 87 µM carbachol | activation, % at 3 µM | hit rate 0.18% among 220,000;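 active = activation above its plate's cutoff, the mean activation of test wells on that plate plus 3 SD, cut at about 19% in these data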;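 note: 0% = DMSO alone and 100% = 87 µM carbachol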
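Material – zebrafish TRPN1-YFP in HEK293 cells · Doses – 3 µM single point · Schedule – dye 1 h 37 °C plus 30 min RT · Signal – Fluo-8 calcium fluorescence, excitation 470-495 nm, emission 515-575 nm · Read-out – % activation versus carbachol response · Control set – carbachol high, DMSO low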
NPY-Y1 antag: NPY-Y1 receptor antagonists, primary screen, cell-based; HEK293-CNG Y1 cells, membrane potential fluorescence; NPY at EC95, then isoproterenol; AID 1040, 2008; hit rate 1% among 200,000; Neuropeptide Y receptor type 1 (Homo sapiens), P25929; inhibition, % at 3.6 µM;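 active = inhibition above the campaign mean inhibition of all tested compounds plus 3 SD, cut at about 20% in these data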;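 note: 0% = DMSO wells given NPY plus isoproterenol and 100% = isoproterenol alone without NPY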
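System: HEK293 cells with Y1 receptor plus CNG channel / Probe or stimulus: NPY 25 nM then isoproterenol 1 µM plus Ro 20-1724 25 µM / Compound: one concentration, 3.6 µM, in 0.4% DMSO / Schedule: compound incubation 1 h at room temperature, readout 45 min post-stimulation / Measured by: membrane potential fluorescence / Read-out: % inhibition of NPY effect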
TRPML3 ag: human TRPML3 channel agonists, primary screen, cell-based, HEK293 TRPML3-YFP, Fluo-8 calcium fluorescence, 3 µM; Mucolipin-3 (Homo sapiens), Q8TDD5; 100% = the carbachol control signal; activation, % at 3 µM; hit rate 0.29% among 220,000; AID 1448, 2008;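 active = activation above its plate's cutoff, the mean activation of the plate's test wells plus 3 SD, cut at about 12% in these data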;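 note: 0% = DMSO only wells and 100% = carbachol wells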
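Material: HEK293 cells stably carrying human TRPML3-YFP; compound dosing: single dose, 3 µM final nominal compound, 0.3% DMSO final; incubation: 1-h 37 °C dye load, 5-s basal, 120-s post-compound reads; technique: Fluo-8 intracellular calcium fluorescence, excitation 470-495 nm, emission 515-575 nm; read-out basis: percent activation from peak-to-basal fluorescence ratio, scaled between DMSO and carbachol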
S1P4 antag: S1P4 receptor antagonists, primary screen, cell-based | Sphingosine 1-phosphate receptor 4 (Homo sapiens), O95977 | hit rate 0.26% among 220,000 | inhibition, % at 4.98 µM | S1P4-expressing cells, antagonist mode, reporter read-out; in the data active = inhibition above about 29%;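 note: 0% = wells stimulated with agonist and 100% = vehicle wells without agonist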
EP2 modulator: EP2 receptor modulators, cAMP readout, primary screen, cell-based, HTRF cAMP, PGE2 stimulation | Prostaglandin E2 receptor EP2 subtype (Homo sapiens), P43116 | EP2-expressing cells, cAMP HTRF FRET, PGE2 co-stimulation | induction, % at 25 µM | hit rate 0.83% among 260,000 | AID 940, 2007;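 active = compounds whose cAMP rise, as percent of the full-agonist control response, exceeds 60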;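 note: rat C6 glioma line stably carrying human EP2 under a CMV promoter; the protocol text gives 20 µM as final concentration; 100% = response of wells given 1 µM PGE2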
Starred values were filed as active, the others as inactive; x = no result given.

SMILES	S1P4 ag	CHOP inhibitor	NPY-Y2 PAM-ag	NPY1 pot ag	zfTRPN1 agonist	NPY-Y1 antag	TRPML3 ag	S1P4 antag	EP2 modulator
CC1(C)Cc2c(sc3nc(-c4ccccc4)oc(=O)c23)CO1	-2.4	59	-9	12	0.8	3	0.8	-17	5
Cc1c(Cl)cccc1NC(=S)NC1CC1	0.6	-19	-13	6	-0.5	-2	0.5	4	9
CCOc1ccc(NC(=O)Nc2cc(-c3ccccc3)sc2C(=O)OC)cc1	-2.3	40	-1	8	1.5	-1	0.7	-5	9
Cc1ccc(C)c(NC2=CC(=O)CC(C)(C)C2)c1C#N	2.6	-5	-3	-3	0.9	2	-0.2	-31	-22
COc1ccc(CNC(=O)C2CC(c3cccc([N+](=O)[O-])c3)=NO2)cc1 (stereo not drawn)	1.6	13	-16	-28	0.0	11	-0.2	-16	-17
CC(C)NS(=O)(=O)c1ccc(CCC(=O)N2CCOCC2)cc1	2.7	-12	6	8	0.5	2	0.7	-4	2
COc1ccc(N2CCN(S(=O)(=O)c3ccc(OC)cc3)CC2)cc1	-3.6	-1	2	-11	-2.8	5	0.5	-10	-45
CC1=C(C(=O)O)N2C(=O)C(NC(=O)c3nn(C)c(C)c3Cl)C2SC1 (stereo not drawn)	-0.3	10	0	-1	1.1	-2	0.5	-6	2
CCO[C@@H]1OC(C(=O)N2CCN(Cc3ccc4c(c3)OCO4)CC2)=C[C@H](c2cn(C(C)=O)c3ccccc23)[C@H]1CCCO	-0.8	18	0	6	0.1	2	0.3	-4	-19
Cc1cc(F)c(F)cc1C(=O)N1CCCC1	0.4	-10	5	7	0.2	-1	0.9	-11	0
Cc1cccc(-n2c(SCC(=O)NCc3ccco3)nc3ccccc3c2=O)c1	1.0	18	9	5	-1.7	-5	0.0	-3	7
COc1cc(C(=O)OCC(=O)NCc2ccco2)cc(OC)c1OC	-4.5	-2	-1	6	0.1	-5	0.4	2	35
COc1cc(NC2=CC(=O)CC(C)(C)C2)cc(OC)c1OC	2.5	-11	1	-34	-0.8	4	0.5	-5	24
O=C(CN1CCCCC1)Nc1nnc(-c2ccccc2)s1	-1.2	13	10	-12	-1.0	-4	1.2	-7	5
CC(C)CNC(=O)CCc1nc(-c2ccccc2)no1	-1.0	20	-11	16	-0.8	x	0.8	-8	-9
CCC(=O)NC(=S)Nc1ccc(NC(=O)c2ccc([N+](=O)[O-])cc2Cl)cc1	-1.0	21	6	-2	2.8	-2	2.3	-14	0
CCCC(=O)Nc1c2c(nn1-c1ccc(C)cc1C)CSC2	-0.1	5	-6	-5	-1.2	1	0.2	0	14
COc1ccccc1/C=C/C(=O)OCC(=O)Nc1c(F)cccc1F	-0.3	28	-8	-17	-1.0	0	-0.3	1	-4
COc1ccc(OC)c(/C=C/C(=O)OCC(=O)Nc2ccc(Cl)c(S(=O)(=O)N(C)C)c2)c1	1.7	26	-5	0	4.4	2	1.3	11	-16
COc1ccc(NC(=S)N2CCC(N(C)CCN3CCOCC3)CC2)cc1	-0.7	22	0	0	1.1	8	0.6	-12	-1
CCOC(=O)COc1ccc(C(=O)NC2CCCCC2)cc1	-2.0	18	-15	1	0.0	2	0.7	-20	0
O=C(CCC1CCCN(C(=O)CC2=CCCCC2)C1)N1CCN(c2ccccn2)CC1 (stereo not drawn)	0.4	-5	-15	-26	6.4	4	2.2	4	14
CCc1nnc(SCC(=O)NC2CCCCC2)nc1CC	0.5	-5	-14	-12	0.8	2	-0.1	-11	6
CC1CCc2c(sc(NC(=S)NC(=O)c3ccccc3)c2C#N)C1 (stereo not drawn)	-0.2	71*	-2	-20	1.6	x	0.7	-10	-9
O=C(Cn1cc(C(=O)C2CC2)c2ccccc21)NCc1ccccc1	0.7	16	-12	-5	-1.1	-2	-0.1	-1	0
O=C(OCc1nc2ccccc2[nH]1)C1CCCCC1	0.1	-3	-3	-10	0.6	0	1.0	4	-33
COc1ccc(NC(=O)C2CC(c3cc(OC)c(OC)c(OC)c3)=NO2)cc1OC (stereo not drawn)	0.1	7	8	17	0.2	3	-0.2	-9	-7
Cc1ccc(CC(=O)OCC(=O)NC2CCCC(C)C2C)cc1C (stereo not drawn)	-0.3	59	-13	0	-2.2	6	-1.3	-10	34
O=C(Nc1nc2ccccc2[nH]1)C1CCCO1 (stereo not drawn)	1.9	15	13	3	1.8	8	1.0	-18	1
C/C(=N/N=C1\SCC(=O)N1c1ccccc1)c1ccc(C)cc1	0.1	-21	-15	5	-0.8	x	-0.5	-3	11

Ordered by length of the SMILES (rising): part of the list above.
SMILES	S1P4 ag	CHOP inhibitor	NPY-Y2 PAM-ag	NPY1 pot ag	zfTRPN1 agonist	NPY-Y1 antag	TRPML3 ag	S1P4 antag	EP2 modulator
O=C(Nc1nc2ccccc2[nH]1)C1CCCO1 (stereo not drawn)	1.9	15	13	3	1.8	8	1.0	-18	1
CCc1nnc(SCC(=O)NC2CCCCC2)nc1CC	0.5	-5	-14	-12	0.8	2	-0.1	-11	6
O=C(OCc1nc2ccccc2[nH]1)C1CCCCC1	0.1	-3	-3	-10	0.6	0	1.0	4	-33
CCOC(=O)COc1ccc(C(=O)NC2CCCCC2)cc1	-2.0	18	-15	1	0.0	2	0.7	-20	0
CCCC(=O)Nc1c2c(nn1-c1ccc(C)cc1C)CSC2	-0.1	5	-6	-5	-1.2	1	0.2	0	14
Cc1ccc(CC(=O)OCC(=O)NC2CCCC(C)C2C)cc1C (stereo not drawn)	-0.3	59	-13	0	-2.2	6	-1.3	-10	34
COc1ccccc1/C=C/C(=O)OCC(=O)Nc1c(F)cccc1F	-0.3	28	-8	-17	-1.0	0	-0.3	1	-4
CC1CCc2c(sc(NC(=S)NC(=O)c3ccccc3)c2C#N)C1 (stereo not drawn)	-0.2	71*	-2	-20	1.6	x	0.7	-10	-9
COc1ccc(NC(=O)C2CC(c3cc(OC)c(OC)c(OC)c3)=NO2)cc1OC (stereo not drawn)	0.1	7	8	17	0.2	3	-0.2	-9	-7
CCC(=O)NC(=S)Nc1ccc(NC(=O)c2ccc([N+](=O)[O-])cc2Cl)cc1	-1.0	21	6	-2	2.8	-2	2.3	-14	0
COc1ccc(OC)c(/C=C/C(=O)OCC(=O)Nc2ccc(Cl)c(S(=O)(=O)N(C)C)c2)c1	1.7	26	-5	0	4.4	2	1.3	11	-16

Next compounds:
SMILES	S1P4 ag	CHOP inhibitor	NPY-Y2 PAM-ag	NPY1 pot ag	zfTRPN1 agonist	NPY-Y1 antag	TRPML3 ag	S1P4 antag	EP2 modulator
COc1ccccc1OCCn1cc(/C=N/NC(N)=S)c2ccccc21	1.4	1	-1	1	-0.7	0	0.1	1	-48
Cc1cc(-c2ccccc2)nc2cc(C(=O)NCCCn3ccnc3)nn12	-0.3	4	-5	9	-0.8	-3	0.2	-22	12
NS(=O)(=O)c1cccc(NC(=O)c2cccnc2Oc2ccccc2)c1	2.6	16	-13	-6	0.8	x	1.0	-7	4
NCC(O)COCCC12CC3CC(CC(C3)C1)C2 (stereo not drawn)	-1.0	7	-5	-14	2.2	5	1.1	9	-8
O=C(Nc1cccc(S(=O)(=O)Nc2ccc(Cl)cc2)c1)c1ccc(Cl)nc1	-1.0	73*	46*	1	3.4	6	-0.1	-39	-18
COc1ccc(Cl)cc1N(C)C(=O)CCNC(=O)Cn1cnc2ccccc2c1=O	2.5	20	7	-15	1.0	-6	0.7	11	12
CCC(C)NC(=O)CCCCCn1c(=O)[nH]c2cc(OC)c(OC)cc2c1=O (stereo not drawn)	-0.3	-1	3	-6	1.7	4	0.3	-1	-8
C/C(N)=C(/C#N)C(=O)CSc1ncnc2ccccc12	0.1	2	98*	94*	1.6	-11	0.7	-5	28
Cn1c(=O)c2c(nc(OCC3COC(C)(C)O3)n2Cc2ccccc2F)n(C)c1=O (stereo not drawn)	0.0	0	-29	-30	0.8	-1	0.3	-6	17
COc1cc(OC)cc(-c2nc(-c3ccccc3)no2)c1	-0.7	22	-2	-14	-0.2	4	1.2	2	4
Cc1nccc(-c2ccc(-n3cnc4ccccc43)cc2)n1	0.9	20	-4	-13	0.1	2	0.3	-13	-28
COc1ccc(N(CC(=O)NC(C)(C)C)C(=O)c2ccco2)cc1	-0.1	-1	-2	0	-1.2	0	0.5	-15	-16
O=[N+]([O-])c1cc(S(=O)(=O)Nc2cccc(Cl)c2)ccc1N/N=C/c1ccc(N2CCOCC2)cc1	0.9	23	-6	66*	2.0	x	0.7	-8	14
CSc1nc(Oc2ccc(=O)[nH]n2)nc(N(C)C)n1	-1.4	7	-7	-4	0.8	-3	0.4	-5	14
c1ccc(CSC2=NCCCN2)cc1	2.0	8	-5	-5	-1.1	16	0.9	2	17
CC1CCN(S(=O)(=O)c2ccc3[nH]c(=O)c(=O)[nH]c3c2)CC1	2.2	6	-14	-20	0.3	-1	0.2	-14	2
N#CCC(=O)NN=C1CCCCCCCCCCC1	-0.4	20	-1	-2	0.2	4	0.8	-2	29
COc1ccc(NS(=O)(=O)c2ccc(NC(C)=O)cc2)c(OC)c1	3.5	-3	6	-2	1.7	4	0.8	-2	-7
CCOC(=O)C(CC)n1cnc2c(nnn2-c2ccc(C)cc2)c1=O (stereo not drawn)	-0.5	14	4	-2	1.6	0	0.2	5	11
CCCN(CC1CCCO1)C(=O)CCc1nnc(-c2cc(C)on2)o1 (stereo not drawn)	1.9	-3	3	11	-0.3	8	0.1	9	5
NC(=O)c1ccc(-c2ncc(-c3ccccc3)o2)cc1	1.9	37	5	9	-0.1	-1	-0.7	-19	-19
N#CCCn1nc(-c2ccccc2)cc1Nc1ccccc1NC(=O)c1cccs1	0.2	-8	-2	-9	1.3	-2	1.1	-11	-39
COC(=O)c1ccccc1NC(=O)CN1CCC(NC(=O)c2ccccc2C)CC1	2.0	24	-4	-4	0.9	8	0.7	-16	11
CCOC(=O)C1=C(O)/C(=C/c2cccc(OC)c2O)N=C1C	1.1	0	8	12	1.7	0	0.9	6	5
Cc1ccc(C)c(N(C(=O)Cn2nnc(-c3cccs3)n2)C(C(=O)NC2CC2)c2ccc(C)o2)c1 (stereo not drawn)	0.1	41	5	9	-0.1	0	0.9	-11	17
